Screening results as filed in PubChem BioAssay.
TDP1 cell CPT: qHTS for Inhibitors of human tyrosyl-DNA phosphodiesterase 1 (TDP1): qHTS in cells in presence of CPT. AID 686979, 2013. 12% of 420,000 active. chicken DT40 Tdp1-/-;hTDP1 cells + 20 nM CPT, ATP luminescence, 48 h. Potency, µM (series often up to 46.2 µM), for the others: top-dose activity change, negative = growth inhibition, actives largely listed as inhibitors; also: nearly all actives have a fitted effect of over 55% in size
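Cell growth measured by CellTiter-Glo luminescence after a minimum 48 h, 37 C compound exposure with 20 nM CPT in Tdp1-knockout DT40 cells stably expressing hTDP1, seeded 400/well; qHTS titration format.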
KAT2A inh: qHTS Assay for Inhibitors of GCN5L2. Histone acetyltransferase KAT2A (Homo sapiens), Q92830. GCN5L2 HAT assay, ThioGlo1 CoA-SH fluorescence. Potency, µM (doses to about 58.9 µM), for inactives: top-dose activity change, negative = inhibition, actives largely listed as inhibitors. 0.21% of 390,000 active
Target sequence (Q92830 whole entry, looked up): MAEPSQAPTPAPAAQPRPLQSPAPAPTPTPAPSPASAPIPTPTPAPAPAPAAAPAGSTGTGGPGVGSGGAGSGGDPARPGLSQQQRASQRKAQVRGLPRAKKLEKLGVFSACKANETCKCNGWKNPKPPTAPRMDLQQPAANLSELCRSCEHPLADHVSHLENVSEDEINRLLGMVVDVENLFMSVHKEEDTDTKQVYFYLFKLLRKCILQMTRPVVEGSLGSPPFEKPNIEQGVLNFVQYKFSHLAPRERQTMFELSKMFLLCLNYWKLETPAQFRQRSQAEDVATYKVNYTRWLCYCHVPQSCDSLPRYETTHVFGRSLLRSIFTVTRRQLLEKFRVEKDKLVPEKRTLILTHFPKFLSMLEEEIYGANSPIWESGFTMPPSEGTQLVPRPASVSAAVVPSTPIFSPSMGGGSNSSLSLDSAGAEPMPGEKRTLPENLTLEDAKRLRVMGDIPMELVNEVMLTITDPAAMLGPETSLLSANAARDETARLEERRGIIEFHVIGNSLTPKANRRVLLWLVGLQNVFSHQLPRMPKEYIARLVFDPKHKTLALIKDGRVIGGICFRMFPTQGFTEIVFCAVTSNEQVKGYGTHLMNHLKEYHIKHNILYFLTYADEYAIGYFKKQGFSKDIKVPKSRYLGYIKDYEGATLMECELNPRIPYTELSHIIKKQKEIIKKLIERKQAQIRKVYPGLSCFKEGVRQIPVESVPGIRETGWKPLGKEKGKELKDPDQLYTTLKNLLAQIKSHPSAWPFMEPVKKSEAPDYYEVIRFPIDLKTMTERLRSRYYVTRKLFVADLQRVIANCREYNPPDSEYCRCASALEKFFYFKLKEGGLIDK
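Fluorescence readout, Ex340nm/Em540nm: ThioGlo1 (50uM final) reacts with free CoA thiol released as 20nM GCN5L2 acetylates H3(1-25) peptide (75uM) using acetyl-CoA (70uM). Compound and enzyme sat 15 min beforehand; 20 min room-temperature reaction.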
TDP1 cell noCPT: qHTS for Inhibitors of human tyrosyl-DNA phosphodiesterase 1 (TDP1): qHTS in cells in absence of CPT; AID 686978, 2013; 15% of 420,000 active; Potency, µM (titrated, usually from 46.2 µM), without a hit: top-dose activity change, negative = growth inhibition, usual class: inhibitors; DT40 Tdp1-/- hTDP1 cells, no CPT, ATP luminescence, 48 h; also: nearly all actives have a fitted effect of over 55% in size
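DT40 Tdp1-/-;hTDP1 cells, no CPT (DMSO vehicle only), 400 cells/well; compounds pin-transferred; ≥48 hr, 37 °C; CellTiter-Glo 30 min RT dark, luminescence read.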
Numbers without * were called inactive; ? = inconclusive; nt = no result given; [ ] = another dose, or the depositor's remark. Calls follow the shape of the dose curve; as a rule, active = well fitted curve in the direction sought with a large enough effect; inconclusive = small, poorly fitted or top-dose-only effect, or another doubt; inactive = no such curve, though single readings can be large; an effect the other way counts as inactive or inconclusive. % is scaled to controls: 0 for no effect and ±100 for the full control effect; potency is read from the fitted curve at half-maximal effect.

SMILES	TDP1 cell CPT	KAT2A inh	TDP1 cell noCPT
O=C(CCc1nnc(-c2ccccc2)o1)NCc1cc(F)ccc1F	17%	-3%	7%
CCOCCC(=O)Nc1ccc2c(c1)c(=O)n(C)n2CC=C(C)C	5.2µM*	nt	2.9µM*
CC1CC(=O)C(C2c3ccccc3CCN2C(=O)CCl)C(=O)C1 (configuration not stated)	7%	-2%	4%
CC1(C(=O)NS(=O)(=O)c2ccc(Cl)cc2)CCN1C(=O)CCc1ccc(Cl)cc1Cl (configuration not stated)	?	nt	-9%
COc1ccc(-c2sc3ccc(N4CCOCC4)cc3c2C#Cc2ccsc2)cc1	18µM*	-3%	?
O=C(COC(=O)c1ccc2ccccc2n1)Nc1ccccc1F	-1%	0%	17%
CN1C(=O)N(C)C2(c3ccccc3)NC(=O)NC12c1ccccc1 (configuration not stated)	21%	0%	-24%
O=C(Cn1ncc2c([nH]c3ccccc32)c1=O)NCCc1ccc(Cl)cc1	-3%	-3%	-12%
c1ccc(CCc2nnc3n2CCN(Cc2ccc4ccccc4n2)CC3)cc1	?	nt	-30%
COc1cccc(C2Nc3ccccc3-c3nnc(SCc4ccccc4)nc3O2)c1OC (configuration not stated)	?	-7%	-46%
Cc1cc(C)cc(NC(=O)N2CCCC2C(=O)NCc2ccco2)c1 (configuration not stated)	5%	-1%	4%
CSc1ccc(CCNc2ncnc3onc(-c4ccc(Cl)cc4)c23)cc1	16µM*	3%	10µM*
CCn1c2ccccc2c2cc(NC(=O)COC(=O)c3cc(OC)c(OC)cc3OC)ccc21	21µM*	31%[activator]	21µM*
CCOC(=O)C1CCN(C(=O)C2CCN(S(=O)(=O)c3c(C)noc3C)CC2)CC1	4%	-7%	-14%
CC1(C)Nc2ccc(O)cc2-c2c1ssc2=S	0.73µM*	-4%	2.1µM*
COc1ccc(C(=O)N2[C@@H](C(C)C)COc3cc(Br)ccc3S2(=O)=O)cc1	18µM*	nt	?
COc1cccc(/C=C/C(=O)N2CC(C)OC(C)C2)c1OC (configuration not stated)	-27%	-4%	-19%
CCOc1ccc(Br)cc1S(=O)(=O)NC1=NCCCCC1	20%	-3%	9%
NNC(=O)C(=O)Nc1ccc(O)cc1	2%	-2%	6%
O=[N+]([O-])c1ccc(O)c(/C=N/n2c(-c3ccccc3)n[nH]c2=S)c1	2%	-24%	-6%
COc1ccc2nc3oc(C(=O)N4CCN(c5cc(C)ccc5C)CC4)cc3cc2c1	?	4%	?
COc1cc(/C=C/C(=O)OC(C)C(=O)Nc2c(C)n(C)n(-c3ccccc3)c2=O)ccc1O (configuration not stated)	-16%	-4%	-12%
CC(C)Cc1cc(C(=O)Nc2ccc(Br)cc2)no1	3%	-3%	9%
CCCS(=O)(=O)NC(=O)C1(C)CCN(C(=O)c2cc(-c3cccs3)oc2C)C1 (configuration not stated)	-28%	nt	9%
CCCCCc1cc(=O)oc2c(C(CCN3CCCCC3)c3ccc(OC)cc3)c(OC)cc(OC)c12 (configuration not stated)	?	4%	16µM*
Cc1ccc(NC(=O)C2CCN(C(=O)c3cnn(-c4ccccc4)c3-n3cccc3)CC2)cc1	?	-6%	13µM*
O=c1c2ccccc2nc(-c2ccccc2Cl)n1O	12%	-6%	-10%
O=C(CCN1C(=O)/C(=C\c2ccccc2)SC1=S)N1CCCCC1	9.2µM*	-1%	10µM*
O=C(Nc1ccc(Cl)cc1)Nc1ccc(N2CCC(C(F)(F)F)CC2)nc1	-11%	-4%	-23%
Cc1cc(C(=O)N/N=C/c2cc(Cl)cc([N+](=O)[O-])c2O)n[nH]1	14%	3%	-9%
COc1ccccc1N1CCN(c2cc(C)nc3nc(-c4ccc(C)cc4)nn23)CC1	-5%	-8%	-20%
Cc1occc1C(=O)Nc1cccc(C(=O)NCc2ccccc2)c1	-14%	0%	-13%
Cc1ccc(/C(O)=C/c2nc3cc(C)ccc3oc2=O)cc1	6%	0%	-4%
O=C(COC(=O)c1ccco1)NCC1CCCCC1	-19%	-7%	?
FC(F)(F)c1cccc(-n2cc(-c3ccccc3)c3c(N4CCCCC4)ncnc32)c1	?	2%	23µM*
Cc1nn(CC2CC2)c(=O)n1-c1ccc(F)cc1	3%	-8%	0%
CCC(=O)c1c(O)cc(O)cc1O	-12%	-5%	-27%
CCOC(=O)c1cccc(NC(=O)c2cc3c(-c4cccc(OC)c4)nn(C)c3s2)c1	16µM*	-8%	16µM*
O=C1CC(c2ccccc2)CC(O)=C1C=NCCCN1CCOCC1 (configuration not stated)	-10%	-2%	-12%
O=C(NCCN1CCOCC1)c1cccnc1SCc1ccccc1Cl	4%	1%	5%
CC(=O)Nc1ccc(N/C=C2/CCCC2=O)cc1	-12%	-11%	-17%
O=C(CSc1nc(-c2cccs2)cc(C(F)(F)F)n1)Nc1cc(OCC(F)(F)F)cc([N+](=O)[O-])c1	?	-4%	18µM*
CNC(=S)N(Cc1ccco1)Cc1cc2cc3c(cc2[nH]c1=O)OCCO3	?	-1%	?
COc1ccc(OCC(=O)N2CCCC2=O)c([N+](=O)[O-])c1	-3%	-8%	1%
COc1cccc(NC(=O)N2CCc3nc(NCc4cccc(Oc5ccccc5)c4)ncc3C2)c1	10µM*	nt	21µM*
CCOC(=O)C1=CC[C@@H](c2ccc(OC)cc2)N(S(=O)(=O)c2ccc(C)cc2)[C@H]1CC	15µM*	nt	18µM*
CCC(Sc1nc2cc(OC)c(OC)cc2c(=O)n1CCc1ccc(OC)c(OC)c1)C(=O)NCCOC (configuration not stated)	-28%	-1%	?
Cc1sc2nc(CSCC(=O)NC3(C#N)CCCCC3)[nH]c(=O)c2c1C	?	1%	?
CC1Cc2ccccc2N1C(=O)COC(=O)/C=C/c1cccc(F)c1 (configuration not stated)	-2%	-8%	-2%
CCOC(=O)c1c(C)[nH]c(C(=O)COC(=O)c2ccccc2NC(=O)c2ccco2)c1C	-16%	31%[activator]	-29%
More compounds follow:
SMILES	TDP1 cell CPT	KAT2A inh	TDP1 cell noCPT
O=S(=O)(NCC(c1cccs1)S(=O)(=O)c1ccccc1)c1ccc(F)cc1 (configuration not stated)	1.6µM*	-5%	2.3µM*
Cc1ccc([C@@H]2CC=C(C(=O)O)[C@H](c3ccc(Br)cc3)N2S(=O)(=O)c2ccccc2C)cc1	-14%	?	-13%
CCCCn1c(N)c(N(CC(C)C)C(=O)c2ccc(OCc3c(C)noc3C)cc2)c(=O)[nH]c1=O	3%	-3%	3%
CC(C)N1CCN(C(=O)c2cccc(Cl)c2)CC1	0%	0%	5%
COC(=O)C1=CN(c2ccc(C(C)(C)C)cc2)C(N)=C(C#N)C1c1ccccc1F (configuration not stated)	?	nt	21µM*
CCc1ccc(-n2c(SCC(=O)N3Cc4ccccc4CC3C(=O)O)nnc2-c2ccncc2)cc1 (configuration not stated)	0%	1%	-7%
CN(C)c1ccc(C(CNC(=O)c2ccccc2Cl)N2CCc3ccccc32)cc1 (configuration not stated)	?	-2%	?
CC(C)(C)C(=O)O/N=C(\N)c1ccc(Oc2cc(Cl)cc(Cl)c2)c([N+](=O)[O-])c1	?	1%	?
O=C(CS(=O)(=O)c1ccccc1)Nc1ccc(Cl)cn1	7%	-9%	-2%
Cc1ccc(S/C(=N/S(=O)(=O)c2ccc(Cl)cc2)c2ccccc2)cc1	11µM*	nt	10µM*
CCc1nc2ccc(C(=O)N3CCN(S(=O)(=O)CC)CC3)cn2c1N(C=O)Cc1ccc(OC)cc1	-24%	nt	-8%
Cc1ccc(S(=O)(=O)N(C)C[C@H]2Oc3cc(C#Cc4ccccc4)ccc3S(=O)(=O)N([C@H](C)CO)C[C@@H]2C)cc1	10µM*	nt	9.2µM*
Cc1cccc(N(C(=O)Cc2cccs2)C(C(=O)NC2CCCC2)c2ccncc2)c1 (configuration not stated)	-6%	-2%	?
Cc1ccc(C(=O)N(Cc2cc3cc4c(cc3nc2N2CCOCC2)CCC4)CC2CCCO2)s1 (configuration not stated)	11%[9.04 µM]	nt	-22%
CC(=O)c1ccc(NC(=O)c2cc(CC(C)C)nc3ccccc23)cc1	?	-7%	?
Cc1ccc(C)c(OCCC(=O)Nc2ccccc2C(=O)NC2CC2)c1	-7%	-2%	-14%
COc1cccc(-c2nc(S(=O)(=O)c3ccccc3)c(N3CCOCC3)o2)c1	?	-12%	?
CCC(=O)Nc1c(S(=O)(=O)c2ccccc2)c2nc3ccccc3nc2n1Cc1ccccc1	-26%	-11%	?
Cc1c(/C=N/NC(=O)COc2ccccc2[N+](=O)[O-])c2ccccc2n1C	?	-2%	?
CCN1CCc2c(sc(NC(=O)CSc3ccccc3)c2-c2nc3ccccc3s2)C1	?	-8%	?
O=C1C=C(c2ccccc2)C[C@@H](c2ccc(Cl)cc2)C1	?	-2%	?
CC1(C#CC[N+]2(C)CCCCC2)CCC2C(O1)c1ccccc1OC2(C)C (configuration not stated)	-26%	-24%	?
Cc1cc(Nc2ccc(Br)cc2)n2nc(-c3ccccc3C)nc2n1	?	-15%	?
COc1ccc(/C(O)=C2/C(=O)C(=O)N(CCN(C)C)C2c2cccnc2)cc1OC (configuration not stated)	16%	-3%	1%
O=C(CCc1nc2ccccc2c(=O)[nH]1)N1CCN(S(=O)(=O)c2cccc([N+](=O)[O-])c2)CC1	-29%	6%	-25%
CC(=O)N/C(N)=N/c1nc(=O)c2ccccc2s1	-3%	-3%	-18%
O=c1c(-c2cccs2)nc2cnc(N3CCNCC3)nc2n1C1CC1	?	?	21µM*
COc1ccc(-n2c(Cn3nnc4ccccc43)n[nH]c2=S)cc1	3%	-1%	-3%
COc1cccc(C(CC(=O)NCCN2CCOCC2)NS(=O)(=O)c2ccc(C)cc2)c1OC (configuration not stated)	-2%	-26%	11%
Cc1ccccc1OCC(=O)NCC(C)NC(=O)COc1ccccc1C (configuration not stated)	-9%	nt	-23%
COc1cccc(NC(=O)C2=C(C)C(=O)OC23CCN(C(C)=O)CC3)c1	-1%	-1%	-5%
O=C(COc1ccccc1)Nc1nn[nH]n1	-3%	1%	-2%
Cc1nn(Cc2c(F)c(F)c(F)c(F)c2F)c(C)c1NC(=O)c1ccc(COc2cc(Cl)ccc2Cl)cc1	?	6%	?
O=c1[nH]c(C2CCN(S(=O)(=O)c3cccc(C(F)(F)F)c3)CC2)nc2c1nnn2Cc1cccc(F)c1	18µM*	-8%	21µM*
O=S(=O)(c1ccccc1)N1CCC(c2ccncc2)CC1	-85%	-10%	21µM*
CCCn1nc(NS(C)(=O)=O)c2cc3cccc(C)c3nc21	-1%	-3%	0%
Cc1ccc(C)c(S(=O)(=O)Nc2cccc(-n3cnnn3)c2)c1	-20%	-5%	3%

Hits appear at their usual frequency. About 18% of those tested had a hit in this group.
